Screens from PubChem.
Salmonella PhoP GFP – inhibitors of PhoP regulon expression, primary screen, Salmonella Typhimurium, GFP reporter (AID 1863); S. Typhimurium PhoP-regulated promoter GFP reporter, 4 h; higher % means a stronger effect; inhibition, % at 50 µM, or IC50 in µM where a hit was titrated; actives 0.16% (n = 300,000);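 active means inhibition over 29.93%, a cutoff 3 SD above the screen mean, later confirmed by dose response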;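 further: 0% = low Mg2+ inducing control and 100% = high Mg2+ repressing control; strong numbers were not always called active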
Hep lipid drop – inhibitors of hepatocyte lipid droplet formation, primary screen, imaging, high-throughput imaging, BODIPY stain. AML12 mouse hepatocytes, oleate lipid droplets. actives 0.4% (n = 240,000). inhibition, % at 6.5 µM. AID 1656, 2009;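 active means lipid droplet intensity inhibited by at least 50%, with more than 500 cells counted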
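Material – mouse AML12 hepatocyte cell line, fixed after treatment · Compound dosing – one dose, 6.5 µM compound · Times – compound with oleate, overnight · Measured by – Image-based BODIPY and DAPI two-channel analysis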
T cell modulator – modulators of CD8 T cell-vesicle binding, primary screen, mouse 2C CD8+ T cells, flow cytometry | 2C CD8+ T cell-vesicle binding; hits give low values | calls only at 7 µM | actives 0.068% (n = 330,000) | AID 2052, 2009;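 active means response, share of CD8 T cells binding vesicles, and their 90th percentile fluorescence all below set limits, cut at about 80% in these data, passing the limit was not always enough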
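Read-out – percent CD8+ FL2 mean versus row control · System – murine 2C transgenic CD8+ T lymphocytes · Times – 1.5 h cell–vesicle binding at 37 °C, then 20 min icy labelling · Control set – naked vesicles low, QL9 vesicles with vehicle high · Detection – cytometric PE anti-B7-1 and Alexa647 anti-CD8 signals after 1% paraformaldehyde fixation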
Hep lipid drop cells 6.5 µM – recorded beside Hep lipid drop, whose call it bears; cell count; measured here: cell count, cytotoxicity flag;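 cells counted across two imaged fields per well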
T cell modulator vesicle-bound % – further read-out of T cell modulator, marked with its call; double positive events, %; measured here: CD8+ vesicle-bound cell fraction;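 binding gate set so that unloaded-vesicle control wells show 10% double positive cells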
Numbers without * were called inactive; i = inactive; & = joins results of further samples. Not all compounds are listed; rates above refer to the full screens.

molecule,Hep lipid drop cells 6.5 µM,Salmonella PhoP GFP,T cell modulator vesicle-bound %,Hep lipid drop,T cell modulator
COc1ccc(C2NC(=O)CCC2[N+](=O)[O-])c(OC)c1OC (stereo not drawn),828,-4%,38,-12,i
COc1ccccc1C(=O)NNC(=O)C12CC3CC(CC(C3)C1)C2,767,4%,15,-3,i
COc1c(Cl)cnn(-c2cccc(C)c2)c1=O,788,2%,62,2,i
Cc1ccc(S(=O)(=O)n2nc(OC(=O)c3cccc(F)c3)cc2N)cc1,823,14%,42,-4,i
COc1ccc(C(=O)NCc2cnn(C)c2)cc1OC1CCN(C(C)C)CC1,755,-2%,26,5,i
COc1ccccc1C1NC(=O)c2ccccc2O1 (stereo not drawn),802,-4%,62,0,i
O=C(N/N=C\c1cc2c(cc1Cl)OCO2)c1cccs1,643,0%,20,-2,i
CCC[C@@H](CN[C@@H](CNC)C(C)C)NCCCCc1ccccc1,725,15%,13,-7,i
COc1ccc(-n2c(SCC(N)=O)nnc2-c2ccco2)cc1,811,0%,43,3,i
O=C(Nc1cccc(F)c1)NC1CCCCCCC1,682,-1%,20,14,i

The list goes on:
molecule,Hep lipid drop cells 6.5 µM,Salmonella PhoP GFP,T cell modulator vesicle-bound %,Hep lipid drop,T cell modulator
COc1ccc(C(=O)N[C@H](C(=O)NCc2ccccc2)C(C)C)cc1,864,0%,26,12,i
COC(=O)c1cn(S(=O)(=O)c2ccccc2)c2ccccc12,811,27%,53,3,i
CC(C)n1c(CN(C)Cc2ccccc2)nc2c1c(=O)n(C)c(=O)n2C,702,-5%,45,-100,i
COc1cccc(CNC(=O)c2ccccc2NC(=O)C2=C(C)OCCS2)c1OC,787,5%,39,0,i
CN1CCN(S(=O)(=O)c2ccc(Cl)c3ccccc23)CC1,736,5%,28,-22,i
Cc1ccc(NC(=O)CN2CCOCC2)cc1C,818,-2%,50,14,i
CSc1ccc(C(=O)C2CCCN(C(=O)CCn3cncn3)C2)cc1 (stereo not drawn),803,-6%,6,-10,i
Cc1ccc(S(=O)(=O)NCc2nc(-c3ccccc3)no2)cc1,786,-3%,75,12,i
COc1ccc(-c2nc(CS(=O)CC(=O)NCc3ccc(F)cc3)c(C)o2)cc1 (stereo not drawn),712,-6%,15,-9,i
Cc1c(-c2ccc(OCc3ccccc3)cc2)nc2ccccc2c1C(=O)O,843,0%,27,23,i

Among those listed so far, these contain a Cl atom.
molecule,Hep lipid drop cells 6.5 µM,Salmonella PhoP GFP,T cell modulator vesicle-bound %,Hep lipid drop,T cell modulator
COc1c(Cl)cnn(-c2cccc(C)c2)c1=O,788,2%,62,2,i
O=C(N/N=C\c1cc2c(cc1Cl)OCO2)c1cccs1,643,0%,20,-2,i
CN1CCN(S(=O)(=O)c2ccc(Cl)c3ccccc23)CC1,736,5%,28,-22,i

(continued)
molecule,Hep lipid drop cells 6.5 µM,Salmonella PhoP GFP,T cell modulator vesicle-bound %,Hep lipid drop,T cell modulator
CCOc1ccc(-n2c(=S)sc3c(=O)n(-c4ccc(F)cc4)c(SCC(=O)O)nc32)cc1,773,0%,38,6,i
COc1cccc(CNC(=O)CN2C(=O)CSc3ccc(S(=O)(=O)N4CCCCC4)cc32)c1,729,-4%,14,-28,i
COc1ccc(OC)c(-c2nn(-c3ccccc3)cc2C(=O)NCC2CCCO2)c1 (stereo not drawn),653,-1%,49,27,i
Clc1ccccc1CN1CCN(c2ncccn2)CC1,771,13%,61,2,i
Cc1ccccc1OCCC(=O)OCC(=O)Nc1ccc(N2CCOCC2)cc1,814,-4%,62,-22,i
NNC(=O)c1oc2nc(-c3ccc(Cl)cc3)cc(-c3ccccc3)c2c1N,721,-1%,32,20,i
O=C(CN(Cc1ccc(F)cc1)C(=O)CNS(=O)(=O)c1ccc(F)cc1)NCC1CCCO1 (stereo not drawn),832,13%,37,0,i
Cc1cccc(/C=N/NC(=O)c2ccc(NC(=O)c3ccc(Cl)cc3)cc2)n1,765,4%,28,15,i
Cc1ccccc1NC(=O)CSc1nc(-c2ccccc2)cc(=O)[nH]1,851,2%,45,3,i
CCOc1ccc(CN(C)C(=O)CNC(=O)c2ccc(Br)o2)cc1OC,759*,-1%,47,80*,i

Carrying on.
molecule,Hep lipid drop cells 6.5 µM,Salmonella PhoP GFP,T cell modulator vesicle-bound %,Hep lipid drop,T cell modulator
COc1ccccc1N1CCN(C(=O)c2sc3nc(C)nc(N4CCN(c5ccccn5)CC4)c3c2C)CC1,691,11%,31,-22,i
CS(=O)(=O)N1CCc2cc(C(=O)N3CCN(c4ccccc4)CC3)ccc21,817,0%,70,1,i
CCCCNC(=O)N1CCc2[nH]c3ccccc3c2C1,779,17%,36,4,i
CCC(C)c1ccc(C(CC)NC(=O)C2CCCO2)cc1 (stereo not drawn),788,-7%,16,-11,i
CCOc1ccc(S(=O)(=O)n2ccnc2C)cc1,788,4%,57,-7,i
COc1cccc(C2CC(c3ccc(C)cc3)=NN2C(=O)c2ccccc2F)c1OC (stereo not drawn),805,-4%,28,3,i
O=C(Oc1ccccc1C(=S)N1CCOCC1)c1cccc([N+](=O)[O-])c1,815,-1%,42,-9,i
Cc1ccc(-n2c(C)nnc2SCC(=O)NC2CCCC2)cc1,793,-1%,4,2,i
COc1ccc(-c2[nH]ncc2/C=N/NC(=O)c2ccncc2)c(OC)c1,782,-5%,4,1,i
O=C(O)COc1ccccc1/C=N/NC(=O)c1ccc2c(c1)OCCO2,693,0%,18,3,i

(further entries)
molecule,Hep lipid drop cells 6.5 µM,Salmonella PhoP GFP,T cell modulator vesicle-bound %,Hep lipid drop,T cell modulator
O=C(CCN1C(=O)/C(=C/c2ccccc2Cl)SC1=S)Nc1ccccn1,740,-11%,49,12,i
CN(CC(=O)O/N=C(\N)c1ccc(Br)cc1)S(=O)(=O)c1ccccc1,861,-2%,71,20,i
COc1ccc(Cl)cc1S(=O)(=O)Nc1noc2ccccc12,831,-2%,17,0,i
Cc1cc(-c2nnc(SCC(=O)Nc3ccc(F)cc3F)n2N)n[nH]1,727,-6%,29,14,i
COc1cccc(N(CC(=O)NC2CCCC2)C(=O)CCCC(=O)Nc2ccccn2)c1,745,3%,48,-12,i
COc1ccc(Br)cc1S(=O)(=O)n1c([N+](=O)[O-])cnc1C,825,0%,47,-14,i
O=C(COc1ccc2c(c1)OCO2)Nc1ccc(Cl)cn1,817,12%,31,-8,i
O=C(COc1ccc(Cl)cc1)N1CCN(Cc2ccc3c(c2)OCO3)CC1,845,2%&1%,12&20,3,i
CC(C)CCNC(=O)c1onc(CSc2nc3ccccc3[nH]2)c1C(=O)NCCC(C)C,716,6%,15,-6,i
COc1ccc(CCNC(=O)c2cc3c(=O)n4cccc(C)c4nc3s2)cc1OC,818,1%,25,9,i

Four structures already listed, sorted by heavy-atom count, rising:
molecule,Hep lipid drop cells 6.5 µM,Salmonella PhoP GFP,T cell modulator vesicle-bound %,Hep lipid drop,T cell modulator
O=C(Nc1cccc(F)c1)NC1CCCCCCC1,682,-1%,20,14,i
O=C(CCN1C(=O)/C(=C/c2ccccc2Cl)SC1=S)Nc1ccccn1,740,-11%,49,12,i
COc1ccc(CCNC(=O)c2cc3c(=O)n4cccc(C)c4nc3s2)cc1OC,818,1%,25,9,i
COc1cccc(N(CC(=O)NC2CCCC2)C(=O)CCCC(=O)Nc2ccccn2)c1,745,3%,48,-12,i

(further entries)
molecule,Hep lipid drop cells 6.5 µM,Salmonella PhoP GFP,T cell modulator vesicle-bound %,Hep lipid drop,T cell modulator
COc1ccc([N+](=O)[O-])cc1N(CC(=O)Nc1ccccc1C(=O)N1CCOCC1)S(C)(=O)=O,602,-2%,52,-5,i
Cc1nnc(SCC(=O)NC(C)(C)C)n1NCc1ccc(N(C)C)cc1,763,-6%,54,-2,i
Nc1nc(SCC(=O)N2CCN(c3ccccc3)CC2)n[nH]1,614,-5%,8,10,i
O=C(CNC(=O)c1ccco1)N=Nc1c(O)[nH]c2ccc(Br)cc12,719,-2%,27,-1,i
Cc1ccc(C)c(NCC(=O)c2ccc(Cl)cc2)c1,807,4%,52,-6,i
CC(=O)Nc1ccc(S(=O)(=O)c2cc(O)ccc2O)cc1,822,-3%,59,1,i
c1cc[n+](CCC[n+]2ccccc2)cc1,832*,13%,51,56*,i
COc1cccc(NC(=O)Nc2nc(SC(C)(C)C)ns2)c1,788,-4%,8,10,i
COc1cccc(CNC(=O)CCNC(=O)C2CCN(S(=O)(=O)c3ccccc3)CC2)c1,672*,-7%,49,60*,i
COc1ccc(OC)c(CNC(=O)C2CCCN(S(=O)(=O)N3CC(C)CC(C)C3)C2)c1 (stereo not drawn),711,3%,29,-7,i

Next part.
molecule,Hep lipid drop cells 6.5 µM,Salmonella PhoP GFP,T cell modulator vesicle-bound %,Hep lipid drop,T cell modulator
COc1ccccc1/C=N/NC(=O)c1nnn(-c2nonc2N)c1CN(C)c1ccccc1,676,-2%,1,-11,i
COCc1cc(C)nc(SCC(=O)Nc2ccc(N3CCOCC3)cc2)c1C#N,838,6%,67,-16,i
Cn1c(SCC(=O)Nc2ccc(NC(=O)c3ccccc3F)cc2)nnc1-c1ccncc1,847,4%,19,3,i
CC(C)/C=C/C(=O)N1CCCC(N2CCN(c3ccccc3F)CC2)C1 (stereo not drawn),817,2%,61,-2,i
O=C(CN(c1cc(Cl)ccc1Cl)S(=O)(=O)c1ccccc1)N1CCOCC1,729,-7%,28,-2,i
Cc1cc(=O)[nH]c(SCc2ccccc2)n1,851,-1%,51,2,i
COc1ccc(C(=O)Nc2cc3c(cc2C(=O)O)OCCCO3)c(OC)c1,795,-1%,27,-8,i
O=[N+]([O-])c1ccccc1S(=O)(=O)Nc1nc2ccccc2s1,829,0%,64,1,i
CC(=O)N(Cc1ccc(Cl)cc1)c1cnccn1,798,30%,40,-30,i
O=c1[nH]c2ccccc2cc1CN(CC1CCCO1)S(=O)(=O)c1ccccc1 (stereo not drawn),820,3%,41,-33,i

(further entries)
molecule,Hep lipid drop cells 6.5 µM,Salmonella PhoP GFP,T cell modulator vesicle-bound %,Hep lipid drop,T cell modulator
O=C(NCc1ccccn1)c1cc(S(=O)(=O)N2CCCCCC2)ccc1Cl,841,-6%,6,3,i
Cc1occc1C(=O)N/N=C/c1cccc2ccccc12,839,3%,12,2,i
CS(=O)(=O)N1CCC(C(=O)Nc2ccc(F)c(Cl)c2)CC1,829,1%,44,-1,i
COc1cc(Cl)c(CN2CCC(CCC(=O)NC3CC3)CC2)cc1OC,787,-5%,56,-1,i
O=C(CSc1nc2ccccc2s1)NCC1CCCO1 (stereo not drawn),761,3%,9,1,i
O=C(Cn1c(=O)cnc2ccccc21)N1CCCc2ccccc21,801,-1%,50,-3,i
COC(=O)c1ccccc1OC(=O)c1cc2ccccc2oc1=O,842,4%,10,4,i
CS(=O)(=O)c1ccccc1C(=O)Nc1cccc(-c2nc3ccccc3o2)c1,718,-2%,28,10,i
COC(=O)c1ccccc1NC(=O)CC(=O)Nc1ccccc1C(=O)OC,868,4%,52,-3,i
O=C(CCC(=O)N(CC(=O)NC1CCCC1)c1ccccc1F)Nc1nccs1,830,4%,32,23,i

Next results follow.
molecule,Hep lipid drop cells 6.5 µM,Salmonella PhoP GFP,T cell modulator vesicle-bound %,Hep lipid drop,T cell modulator
Cc1ccc2c(CNCc3ccccc3)cc(=O)oc2c1,765,9%,21,-11,i
Cc1ccc(Cl)cc1NC(=O)NCCN1CCCCC1,835,-3%,58,2,i
O=C(Nc1cccc(C(=O)N2CCCCC2)c1)c1ccccc1Br,680,-2%,64,5,i
COc1cccc(C(=O)COC(=O)c2cccs2)c1,673,-5%,7,2,i
O=C(N/N=C/c1cccc([N+](=O)[O-])c1)c1cc[n+](CCO)cc1,841,0%,29,2,i
CN(CC(=O)Nc1ccccc1Br)C(=O)CCc1ccccc1,821,0%,8,4,i
COc1cc2c(cc1OC)C(c1c(Cl)cccc1Cl)NC(=O)C2 (stereo not drawn),791,7%,60,4,i
COCC(=O)N(CCc1ccccc1)Cc1cc2cc(C)ccc2nc1Cl,780,5%,63,-9,i
